Bim-Bcl-W = inhibitors of Bim binding to Bcl-W, primary screen, biochemical, multiplexed, bead-based flow cytometry. Bcl-2-like protein 2 (Homo sapiens), Q92843. Bim peptide-Bcl-W binding. inhibition, % at 10 µM. 0.02% of 190,000 active. AID 952, 2007;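 note: 0% = bound tracer without compound and 100% = peptide blocker; higher means less fluorescent Bim peptide bound to Bcl-W beads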
Target sequence (Q92843 whole entry, looked up): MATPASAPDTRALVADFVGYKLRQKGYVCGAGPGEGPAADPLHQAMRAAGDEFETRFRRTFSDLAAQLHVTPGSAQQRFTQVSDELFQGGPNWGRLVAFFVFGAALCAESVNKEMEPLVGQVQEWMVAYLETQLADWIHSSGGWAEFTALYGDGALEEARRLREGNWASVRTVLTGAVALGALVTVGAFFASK
RGS7-Gao = RGS7-Galphao binding modulators, primary screen, biochemical, multiplexed bead flow cytometry; Guanine nucleotide-binding protein G(o) subunit alpha (Homo sapiens), P09471; actives lie on both sides; binding response (% of control), % at 10 µM; 0.35% of 220,000 active; in the data active = binding response below about 49% or above about 150%;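 note: fluorescent Galphao held in activated GDP-AlF4 state binding bead-coupled RGS7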
GSH fluor = compound fluorescence on glutathione beads, profiling panel, artefact control, biophysical, 488/530 nm, flow cytometry; 0.25% of 190,000 active; fluorescence (KMESF) at 10 µM; GSH beads flow cytometry, compound fluorescence 488/530 nm; stronger effect = higher value; AID 1776, 2009; in the data active = fluorescence above about 89;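 note: glutathione beads carrying GST-tagged Bcl family fusion proteins plus one bare bead set; values are compound well signal with DMSO vehicle wells as background; inactives centre near 16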
Bcl-XL Bim block = inhibitors of Bim-Bcl-XL binding, primary screen, biochemical, multiplexed, bead flow cytometry, human Bcl-XL | Bcl-2-like protein 1 (Homo sapiens), Q07817 | inhibition, % at 10 µM | Bim peptide-Bcl-XL binding, fluorescence | AID 1007, 2008 | 0.04% of 190,000 active
Target sequence (Q07817 whole entry, looked up): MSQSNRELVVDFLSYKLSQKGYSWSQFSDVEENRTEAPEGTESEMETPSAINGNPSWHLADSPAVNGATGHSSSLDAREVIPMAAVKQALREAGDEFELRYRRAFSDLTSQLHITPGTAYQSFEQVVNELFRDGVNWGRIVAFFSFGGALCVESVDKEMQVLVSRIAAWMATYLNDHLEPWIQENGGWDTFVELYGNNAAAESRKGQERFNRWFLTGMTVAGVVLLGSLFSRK
Mcl1-Bid inh = Mcl-1/Bid binding inhibitors, primary screen, biochemical, TR-FRET, 1536-well | AID 1021, 2008 | inhibition, % at 21.7 µM | Induced myeloid leukemia cell differentiation protein Mcl-1 (Homo sapiens), Q07820 | 0.97% of 220,000 active | TR-FRET Mcl-1/Bid-Dy647 peptide binding;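 active = compounds that cut the binding signal by more than half at the single screening dose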;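 note: His-tagged Mcl-1 with europium anti-His antibody binding Bid BH3 peptide; 0% = Mcl-1 plus peptide wells and 100% = peptide-only wells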
Bcl-2 Bim block = inhibitors of Bim-Bcl-2 binding, primary screen, biochemical, multiplexed, human Bcl-2 family; 0.06% of 190,000 active; inhibition, % at 10 µM; Bead-based flow cytometry, Bim peptide-Bcl-2 binding; Apoptosis regulator Bcl-2 (Homo sapiens), P10415; AID 950, 2007; in the data active = inhibition above about 40%;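 note: 0% = no compound wells with probe peptide and 100% = reference peptide inhibitor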
Target sequence (P10415 whole entry, looked up): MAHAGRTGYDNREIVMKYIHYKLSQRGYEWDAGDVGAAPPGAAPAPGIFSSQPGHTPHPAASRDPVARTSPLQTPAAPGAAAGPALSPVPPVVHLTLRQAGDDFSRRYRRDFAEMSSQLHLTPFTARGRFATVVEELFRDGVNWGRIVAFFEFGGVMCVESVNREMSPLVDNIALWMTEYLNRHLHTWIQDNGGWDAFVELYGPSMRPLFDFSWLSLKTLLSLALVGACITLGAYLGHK
RGS8-Gao reg = RGS8-Galphao binding modulators, primary screen, biochemical, multiplexed bead flow cytometry. actives lie on both sides. response (percent of control binding), % at 10 µM. Guanine nucleotide-binding protein G(o) subunit alpha (Homo sapiens), P09471. 0.34% of 220,000 active. AID 1423, 2008; in the data active = response below about 60% or above about 140%; inactive = in between;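 note: Galphao activated as the GDP aluminium fluoride complex binding bead-coupled RGS8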
Bcl-B Bim block = inhibitors of Bim-Bcl-B binding, primary screen, biochemical, multiplexed, human Bcl-2 family; inhibition, % at 10 µM; Bcl-2-like protein 10 (Homo sapiens), Q9HD36; bead-based flow cytometry, Bim peptide-Bcl-B binding; 0.073% of 190,000 active;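 note: 0% = tracer peptide without compound and 100% = reference inhibitor peptide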
Target sequence (Q9HD36 whole entry, looked up): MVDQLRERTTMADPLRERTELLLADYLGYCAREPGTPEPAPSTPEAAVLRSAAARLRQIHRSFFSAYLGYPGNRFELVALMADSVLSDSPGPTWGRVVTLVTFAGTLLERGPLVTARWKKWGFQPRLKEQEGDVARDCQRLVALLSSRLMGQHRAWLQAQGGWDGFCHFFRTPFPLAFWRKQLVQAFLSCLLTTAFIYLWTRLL
Bfl-1 Bim block = inhibitors of Bim binding to Bfl-1, primary screen, biochemical, multiplexed, bead-based flow cytometry; 0.12% of 190,000 active; inhibition, % at 10 µM; Bim-Bfl-1 binding inhibition; Bcl-2-related protein A1 (Homo sapiens), Q16548;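 note: 0% = wells without compound plus tracer and 100% = blocker peptide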
RGS4-Gao reg = modulators of RGS4 binding to Galphao, primary screen, biochemical, multiplexed bead flow cytometry; AID 1415, 2008; binding response (% of control), % at 10 µM; Guanine nucleotide-binding protein G(o) subunit alpha (Homo sapiens), P09471; 0.33% of 220,000 active; actives lie on both sides; in the data active = binding response below about 49% or above about 150%; inactive = in between;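 note: fluorescent Galphao activated with aluminum fluoride binding bead-coupled RGS4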
Mcl-1 Bim block = inhibitors of Bim peptide binding to Mcl-1, primary screen, biochemical, bead-based flow cytometry, multiplex. Induced myeloid leukemia cell differentiation protein Mcl-1 (Homo sapiens), Q07820. Bim peptide-Mcl-1 binding. inhibition, % at 10 µM. 0.1% of 190,000 active. AID 1009, 2008;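 note: 0% = no compound tracer wells and 100% = peptide blocker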
* hit, by the source's call; · = not tested or not shown. Cut-off read from the data, not from the text of the source, unless noted: active = inhibition above about 40%.

nr	molecule	Bim-Bcl-W	RGS7-Gao	GSH fluor	Bcl-XL Bim block	Mcl1-Bid inh	Bcl-2 Bim block
1	Cc1ccccc1N=Cc1cc2c(cc1O)OC(N)=C(C#N)C2c1ccccc1 (configuration not stated)	2	94	12	1	-21	4
2	CC1CCC2(CC1)NC(=O)c1ccccc1O2 (configuration not stated)	1	102	17	-1	9	-3
3	C/C(=N\S(=O)(=O)c1ccc(C)cc1)N1CCN(S(=O)(=O)c2ccccc2)C1	-1	103	17	-3	1	-2
4	Cc1cccc(C)c1NC(=O)C1(NC(=O)C2CCCN2C(=O)OC(C)(C)C)CCCCC1 (configuration not stated)	-3	100	24	-2	-24	-4
5	COCCCNCCCOc1ccc(Cl)cc1C(C)(C)C	-1	102	8	-6	-4	0
6	Cc1ccc(NC(=O)COC(=O)c2ccccc2Nc2ccccc2)cc1	0	100	7	0	-17	-1
7	N/C(=N\OC(=O)N1CCOCC1)c1ccc(Br)cc1	-2	99	16	0	-2	-3
8	O=C(Nc1ccc2c(c1)OCCO2)C1CCCN1S(=O)(=O)c1ccc(Cl)cc1 (configuration not stated)	2	101	261*	-11	-23	-5
9	Cc1ccc(C(C(=O)NC2CCCCC2)N(C(=O)c2csnn2)C2CCCC2)o1 (configuration not stated)	-4	98	17	-7	-33	-10
10	Cc1nn(C)cc1C(C(=O)NC1CCCCC1)N(C(=O)c1cnccn1)c1ccc(Oc2ccccc2)cc1 (configuration not stated)	-4	98	10	-3	0	-1

nr	RGS8-Gao reg	Bcl-B Bim block	Bfl-1 Bim block	RGS4-Gao reg	Mcl-1 Bim block
1	97	7	4	93	2
2	103	-4	-9	102	0
3	103	-3	-5	104	-2
4	100	1	1	101	0
5	102	-8	-2	100	-2
6	106	0	1	106	0
7	101	-1	-3	100	-4
8	101	-6	-12	99	5
9	98	-5	-7	101	-4
10	101	-4	-3	96	-5

Overlap with the part before: two compounds; new compounds follow.
nr	molecule	Bim-Bcl-W	RGS7-Gao	GSH fluor	Bcl-XL Bim block	Mcl1-Bid inh	Bcl-2 Bim block
9	Cc1ccc(C(C(=O)NC2CCCCC2)N(C(=O)c2csnn2)C2CCCC2)o1 (configuration not stated)	-4	98	17	-7	-33	-10
10	Cc1nn(C)cc1C(C(=O)NC1CCCCC1)N(C(=O)c1cnccn1)c1ccc(Oc2ccccc2)cc1 (configuration not stated)	-4	98	10	-3	0	-1
11	O=C(CSc1nc2ccccc2c(=O)n1CC1CCCCC1)N1CCOCC1	2	95	9	0	-12	-7
12	CCCc1nc2ccccc2[nH]1	-2	101	20	-3	-9	-1
13	CC(C)CN(C(=O)CN1CCN(c2ccc(O)cc2)CC1)c1c(N)n(CC(C)C)c(=O)[nH]c1=O	1	102	14	-1	-98	4
14	CC(C(=O)O)n1nc2ccccc2n1 (configuration not stated)	0	98	9	0	71*	-3
15	N#CC(C(=O)OC1CCCCC1)c1nc2ccccc2nc1N1CCCCC1 (configuration not stated)	2	102	13	0	-16	-8
16	CC(C)Cn1c(N)c(C(=O)COC(=O)c2cc(C(F)(F)F)nc3c(C(F)(F)F)cccc23)c(=O)n(C)c1=O	-1	103	18	-3	0	2
17	Cc1c(C(=O)OC(C)C)nnn1-c1nonc1N	-1	102	20	-5	-6	12
18	O=C(NCc1ccccc1)c1ccc(Br)cc1Br	-4	96	20	-8	-23	-4
19	Cc1cccc(C)c1NC(=O)C(Cl)=C(Cl)Cl	1	103	19	0	-6	0
20	Cc1cc(NC(=O)CN2CCN(c3cccc(Cl)c3)CC2)no1	0	103	11	-1	-42	2

nr	RGS8-Gao reg	Bcl-B Bim block	Bfl-1 Bim block	RGS4-Gao reg	Mcl-1 Bim block
9	98	-5	-7	101	-4
10	101	-4	-3	96	-5
11	98	-5	-12	94	1
12	102	0	-1	100	0
13	102	1	0	105	1
14	100	-2	-1	96	-2
15	103	-9	-3	105	2
16	88	-2	1	98	-1
17	104	-2	-1	100	-3
18	99	-10	-13	102	-3
19	102	0	-2	103	1
20	103	-2	5	101	-9

Remaining list, next part
nr	molecule	Bim-Bcl-W	RGS7-Gao	GSH fluor	Bcl-XL Bim block	Mcl1-Bid inh	Bcl-2 Bim block
21	COc1ccc(CCNC(=O)CCN2C(=O)COc3ccccc32)cc1OC	1	103	37	-7	-8	-6
22	CC(=O)Nc1sc2c(c1C(c1ccccc1)N1CCOCC1)CCCC2 (configuration not stated)	0	99	23	-3	-30	-8
23	COC(=O)CNC(=O)c1ccc(C)s1	0	101	22	-2	-12	2
24	O=C(c1cccc(N2CCCC2=O)c1)N1CCOCC1	-2	101	17	-2	2	0
25	CCO[C@@H]1OC(C(=O)O)=C[C@H](c2coc3ccccc3c2=O)[C@H]1CCCO	0	103	17	0	5	0
26	OC(CN=c1sc2ccccc2n1CC(O)COc1ccccc1)COc1ccccc1 (configuration not stated)	-4	102	21	-8	10	-18
27	NC(=O)C1CCN(C2CC(=O)NC2=O)CC1 (configuration not stated)	0	105	10	0	-9	-2
28	O=C(/C=C/c1ccco1)OCc1nnc(-c2ccccc2)o1	1	94	8	2	-22	-3
29	O=C(COC(=O)/C=C/c1ccc(Br)o1)NCCCN1CCCC1=O	0	96	12	-3	1	-3
30	CCCCNC(=O)CCSc1ccc(C)cc1	-3	102	6	-5	-16	-5

nr	RGS8-Gao reg	Bcl-B Bim block	Bfl-1 Bim block	RGS4-Gao reg	Mcl-1 Bim block
21	99	-7	-7	102	-3
22	101	-9	-16	97	-4
23	96	0	0	100	-3
24	97	0	-2	95	-1
25	101	0	-3	100	0
26	103	-9	-4	106	-3
27	102	-5	-8	102	0
28	101	-1	-4	97	-3
29	105	-6	-6	97	-1
30	109	-5	-1	105	-3

(continued)
nr	molecule	Bim-Bcl-W	RGS7-Gao	GSH fluor	Bcl-XL Bim block	Mcl1-Bid inh	Bcl-2 Bim block
31	COc1ccc2nc(SCC(=O)Nc3cc(C)on3)[nH]c2c1	-1	102	35	-7	-3	-10
32	O=C(CNS(=O)(=O)c1ccccc1)NCC(=O)OCc1ccc(Br)cc1	-6	78	15	-4	-28	-1
33	CN(C)c1nc(-c2ccccc2)nnc1C(F)(F)F	1	97	37	-7	-6	-9
34	Cc1noc(/C=C/N(C)C)c1S(=O)(=O)NC1CCCCC1	-1	99	20	-4	-7	-8
35	CCCC(=O)OC1CCS(=O)(=O)c2sccc21 (configuration not stated)	0	98	14	4	10	-1
36	COCCCNC(=O)c1c(N)n(/N=C/c2ccccn2)c2nc3ccccc3nc12	3	96	30	2	·	3
37	CCOC(=O)C1CCN(S(=O)(=O)c2ccc(-c3nc4ccccc4s3)s2)CC1	-6	99	21	-10	-4	-8
38	Cn1c(=O)c(Cc2ccccc2)c(O)c2ccccc21	-2	99	24	-11	6	-9
39	CN(C(=O)COC(=O)/C=C/c1cn(-c2ccccc2)nc1-c1ccc2c(c1)OCCO2)C1CCS(=O)(=O)C1 (configuration not stated)	-1	103	17	-1	-23	-2
40	Cc1c(-c2ccn[nH]2)cc(NC(=O)c2ccc(Cl)cc2)c(=O)n1N	-3	96	15	-3	-9	-2
41	CCOc1ccc(C(=O)Nc2cccc(C(C)=O)c2)cc1[N+](=O)[O-]	1	103	10	-2	-12	-4
42	O=C(Nc1nc(-c2ccc3c(c2)OCO3)cs1)C1CC1	-10	99	14	-9	-2	-12
43	NC(=O)CN1C(=O)C2C3c4ccccc4C(c4ccccc43)C2C1=O (configuration not stated)	0	98	10	0	-23	0

nr	RGS8-Gao reg	Bcl-B Bim block	Bfl-1 Bim block	RGS4-Gao reg	Mcl-1 Bim block
31	107	-8	-15	103	-2
32	92	-8	-8	81	0
33	101	-13	-13	100	-1
34	99	-7	-14	99	-3
35	101	-4	-3	96	-1
36	100	6	0	99	4
37	101	-7	-15	101	-4
38	101	-8	-22	100	-5
39	101	0	-5	102	1
40	100	-3	1	101	-3
41	109	-4	-9	104	-2
42	101	-12	-7	103	-5
43	101	1	-4	97	0

Entries above that contain an aryl thioether with sulfur outside any ring (three):
nr	molecule	Bim-Bcl-W	RGS7-Gao	GSH fluor	Bcl-XL Bim block	Mcl1-Bid inh	Bcl-2 Bim block
11	O=C(CSc1nc2ccccc2c(=O)n1CC1CCCCC1)N1CCOCC1	2	95	9	0	-12	-7
30	CCCCNC(=O)CCSc1ccc(C)cc1	-3	102	6	-5	-16	-5
31	COc1ccc2nc(SCC(=O)Nc3cc(C)on3)[nH]c2c1	-1	102	35	-7	-3	-10

nr	RGS8-Gao reg	Bcl-B Bim block	Bfl-1 Bim block	RGS4-Gao reg	Mcl-1 Bim block
11	98	-5	-12	94	1
30	109	-5	-1	105	-3
31	107	-8	-15	103	-2

Entries above containing a tert-butyl group, in the order listed:
nr	molecule	Bim-Bcl-W	RGS7-Gao	GSH fluor	Bcl-XL Bim block	Mcl1-Bid inh	Bcl-2 Bim block
4	Cc1cccc(C)c1NC(=O)C1(NC(=O)C2CCCN2C(=O)OC(C)(C)C)CCCCC1 (configuration not stated)	-3	100	24	-2	-24	-4
5	COCCCNCCCOc1ccc(Cl)cc1C(C)(C)C	-1	102	8	-6	-4	0

nr	RGS8-Gao reg	Bcl-B Bim block	Bfl-1 Bim block	RGS4-Gao reg	Mcl-1 Bim block
4	100	1	1	101	0
5	102	-8	-2	100	-2
